M5 ag – CHRM5 agonism in calcium assay | actives 0.19% (n = 360,000) | AID 624037 | activation, % at 3 µM | CHO-K1 hM5 cells, Fluo-8 calcium fluorescence; 0% DMSO wells, 100% maximal acetylcholine response | P08912;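 active = activation above the run's mean over test compounds plus 3 SD, cut at about 23% in these data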;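 note: signal is peak over basal fluorescence ratio across the kinetic read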
CHRM4 PAM – positive allosteric modulators of human muscarinic M4 receptor; P08173; CHO-K1 hM4/Gqi5, Fluo-8 calcium fluorescence, ACh EC20; 0% = ACh EC20, 100% = maximal ACh; activation, % at 3 µM; actives 0.4% (n = 360,000); AID 624126;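 active = activation above its plate's cutoff, the mean activation of sample wells plus 3 SD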; note: some results filed as inactive read as strong as hits
Target sequence (P08173 whole entry, looked up): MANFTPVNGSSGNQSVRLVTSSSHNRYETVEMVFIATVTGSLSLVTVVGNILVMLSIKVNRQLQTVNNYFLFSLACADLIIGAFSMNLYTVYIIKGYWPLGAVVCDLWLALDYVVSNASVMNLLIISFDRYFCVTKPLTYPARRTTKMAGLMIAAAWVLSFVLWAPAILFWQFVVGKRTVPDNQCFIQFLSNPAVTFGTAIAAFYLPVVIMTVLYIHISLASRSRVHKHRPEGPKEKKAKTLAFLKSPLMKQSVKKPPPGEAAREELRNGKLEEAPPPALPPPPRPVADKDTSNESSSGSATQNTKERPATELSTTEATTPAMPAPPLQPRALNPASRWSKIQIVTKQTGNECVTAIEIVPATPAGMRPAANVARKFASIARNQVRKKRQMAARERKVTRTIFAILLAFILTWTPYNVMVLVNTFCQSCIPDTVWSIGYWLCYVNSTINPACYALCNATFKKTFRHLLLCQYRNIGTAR
M5 PAM – CHRM5 positive allosteric modulation; P08912; CHO-K1 hM5, Fluo-8 calcium, ACh EC20 PAM; 0% = ACh EC20, 100% = ACh EC100; activation, % at 3 µM; actives 0.3% (n = 360,000);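 active = activation above the run cutoff, the mean activation of all test compounds plus 3 SD, cut at about 18% in these data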
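Probe or stimulus: acetylcholine, EC20 level; Assay system: human M5 receptor in CHO-K1 cells; Schedule: compound preincubation 140 s before EC20 acetylcholine addition; Technique: intracellular calcium via Fluo-8 fluorescence; Dosing: single-point, 3 µM nominal; Read-out basis: percent activation from peak-over-basal fluorescence ratio, scaled EC20-to-EC100 acetylcholine; Repeats: one well per compound, no replicates.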
M5 antag – blocks acetylcholine activation of human M5 receptor. P08912. CHO-hM5 cells, Fluo-8 calcium fluorescence, ACh EC80. inhibition, % at 3 µM. actives 0.59% (n = 360,000). AID 624040;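 active = inhibition above a per-plate cutoff, the mean of that plate's test compounds plus 3 SD, cut at about 27% in these data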;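 note: 0% = acetylcholine EC80 with DMSO and 100% = DMSO without agonist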
CRFR2-BP ag – agonists of human CRF-binding protein/CRF-R2 receptor complex; AID 588473; HEK293 CRF-R2/CRF-BP, calcium dye fluorescence (FLIPR); percent of saturating CRF peptide response; activation, % at 13.2 µM; actives 0.46% (n = 350,000);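 active = activation of at least 50%, plus an integration ratio under a set limit after plate pattern correction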;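 note: plate controls were neutral control wells without compound for no effect and CRF at EC100 for full effect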
CHRM4 agonist – agonists of human muscarinic M4 receptor (CHRM4). actives 0.14% (n = 360,000). activation, % at 3 µM. P08173. CHO-K1 hM4/Gqi5, Fluo-8 calcium fluorescence; vehicle 0%, full acetylcholine response 100%;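 active = activation above the run mean over all test wells plus 3 SD, cut at about 32% in these data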;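 note: peak over basal fluorescence ratio per well then scaled between controls; 0% = DMSO wells and 100% = acetylcholine at EC100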
CHRM1 PAM – positive allosteric modulators of human M1 muscarinic receptor; CHO-K1 hM1, Fluo-8 calcium fluorescence, ACh EC20; 0% = ACh EC20, 100% = maximal ACh; P11229; activation, % at 3 µM; actives 0.088% (n = 360,000); in the data active = activation above about 19%, passing the limit was not always enough
Target sequence (P11229 whole entry, looked up): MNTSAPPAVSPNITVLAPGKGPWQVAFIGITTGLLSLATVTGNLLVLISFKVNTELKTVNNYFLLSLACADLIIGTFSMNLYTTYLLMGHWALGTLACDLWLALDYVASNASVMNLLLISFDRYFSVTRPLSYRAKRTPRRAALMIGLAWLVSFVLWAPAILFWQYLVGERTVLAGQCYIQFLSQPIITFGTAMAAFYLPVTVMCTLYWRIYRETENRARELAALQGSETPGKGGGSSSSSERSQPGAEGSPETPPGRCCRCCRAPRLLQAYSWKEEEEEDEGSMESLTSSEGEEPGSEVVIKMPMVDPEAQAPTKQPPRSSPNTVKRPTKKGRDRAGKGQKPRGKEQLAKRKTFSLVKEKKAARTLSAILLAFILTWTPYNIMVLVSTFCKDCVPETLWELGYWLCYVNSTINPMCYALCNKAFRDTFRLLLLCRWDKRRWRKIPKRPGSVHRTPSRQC
CHRM1 antagonist – human CHRM1 antagonism. P11229. actives 1.3% (n = 360,000). inhibition, % at 3 µM. AID 588852. CHO-K1 hM1, Fluo-8 calcium fluorescence, ACh EC80 antagonist;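 active = percent inhibition above its own plate's cutoff, namely the mean of that plate's compound wells plus 3 SD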;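 note: peak over basal fluorescence ratio during 140 s after agonist addition; 0% = ACh EC80 plus DMSO and 100% = DMSO alone without agonist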
M4 antag – antagonists of human muscarinic M4 receptor (CHRM4). inhibition, % at 3 µM. CHO-hM4 cells, ACh EC80, Fluo-8 calcium fluorescence. actives 0.73% (n = 360,000). AID 624125. P08173;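 active = inhibition above its plate's cutoff, the mean inhibition of sample wells plus 3 SD, cut at about 27% in these data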;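 note: 0% = acetylcholine EC80 with DMSO and 100% = DMSO without agonist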
The depositor's hits bear a star; / = not tested or not shown.

entry | M5 ag | CHRM4 PAM | M5 PAM | M5 antag | CRFR2-BP ag | CHRM4 agonist | CHRM1 PAM | CHRM1 antagonist | M4 antag | smiles
1 | -1 | -3 | -9 | 9 | 0.1 | 3 | 4 | 1 | 2 | CC(=O)Nc1ccc(S(=O)(=O)N2CCN=C2SCc2cccnc2)cc1
2 | 1 | -8 | -15 | 12 | 1.6 | 12 | -4 | 8 | 1 | Cc1ccc(C(=O)Nc2cccc(S(=O)(=O)N3CCCCC3)c2)cc1S(=O)(=O)N1CCOCC1
3 | 0 | 13 | 5 | -5 | -0.9 | 0 | 12 | -12 | 0 | Cc1ccc(-n2c(C)n[nH]c2=S)cc1C
4 | -2 | 4 | -12 | -3 | -2.7 | 1 | 0 | 13 | -5 | Cc1cc(C)cc(OCC(=O)Nc2ccc(N3CCN(S(C)(=O)=O)CC3)cc2)c1
5 | 1 | -4 | 2 | 0 | 4.4 | 1 | 7 | -5 | 1 | C=C1C(C(=O)N2CCN(C)CC2)C1C(=O)N1CCN(C)CC1 (stereo not drawn)
6 | 9 | -9 | -11 | 6 | -2.8 | 28 | -27 | 43* | 13 | Cc1ccc(CN(C(=O)CNC(=O)c2cccs2)C(C(=O)NCC2CCCO2)c2ccccc2)cc1 (stereo not drawn)
7 | 2 | 0 | 7 | 6 | 1.9 | 0 | 19 | -10 | 1 | CCOC(=O)/C=C1\SCC(=O)N1CC(O)CN1C(=O)CS/C1=C/C(=O)OCC (stereo not drawn)
8 | -5 | 1 | -5 | -7 | 0.4 | 1 | 0 | 8 | 1 | CN(C(=O)COC(=O)c1nc(Cl)c(Cl)c(Cl)c1Cl)C1CCS(=O)(=O)C1 (stereo not drawn)
9 | -5 | 4 | -5 | 12 | -5.1 | 1 | 5 | -20 | -2 | CCCn1c(CCc2ccccc2)nnc1SCC(=O)N1CCCC1
10 | -5 | -12 | -1 | 9 | 2.4 | 0 | 20 | -22 | 11 | COc1cccc(N2CCN(S(=O)(=O)c3cn(C)cn3)CC2)c1
11 | 0 | 6 | 0 | 0 | 3.0 | 1 | 3 | -3 | 4 | CCOC(=O)c1cc(-c2ccccc2)sc1NC(=O)COC
12 | 5 | 4 | -4 | 7 | 0.3 | 0 | 3 | -17 | -8 | O=C(NCc1nc2ccccc2[nH]1)C1=C[C@H](C2CCCCC2)C[C@H](OCc2ccc(CO)cc2)O1
13 | 0 | 5 | -2 | 9 | -1.3 | 1 | 4 | -4 | -5 | CCOCCCNC(=O)CSc1nc2nc(C)c(Cc3ccccc3)c(C)n2n1
14 | -1 | -5 | -8 | 9 | -0.2 | 2 | -1 | -17 | 1 | O=C(Cc1ccc(Cl)cc1)Nc1ccc2oc(=O)ccc2c1
15 | -4 | -2 | 1 | 0 | 0.8 | 3 | 12 | -13 | 8 | CSCCC(NC(=O)c1cc(S(=O)(=O)N2CCOCC2)ccc1F)c1nc2ccccc2[nH]1 (stereo not drawn)
16 | 3 | 10 | -3 | 10 | 1.5 | 0 | 11 | -16 | -14 | O=C(COC(=O)/C=C/c1ccc(OC(F)F)cc1)NC1CCCCCC1
17 | -1 | 9 | 7 | -4 | -11 | 0 | 2 | -8 | -18 | COc1ccc(Nc2nc3ccc(C)cn3c(=O)c2/C=N/O)cc1
18 | 2 | 4 | -1 | 2 | 15 | 1 | 2 | 7 | -6 | CCCCCCNC(=O)C(C#N)c1nc2ccccc2nc1N1CCOCC1 (stereo not drawn)
19 | 4 | -1 | 7 | 8 | 0.4 | 2 | 5 | 1 | -9 | COCCNC(=S)N1CCC(C(=O)c2ccc3c(c2)OCCO3)CC1
20 | -4 | 20 | 5 | -10 | 2.2 | 1 | 7 | -6 | -16 | CCc1cc2c(C)ccc(C)c2nc1SCC(=O)Nc1c(C)[nH]c(=O)[nH]c1=O

Rewritten with one line to a screen: part of the list above
18. CCCCCCNC(=O)C(C#N)c1nc2ccccc2nc1N1CCOCC1 (stereo not drawn)
6. Cc1ccc(CN(C(=O)CNC(=O)c2cccs2)C(C(=O)NCC2CCCO2)c2ccccc2)cc1 (stereo not drawn)
10. COc1cccc(N2CCN(S(=O)(=O)c3cn(C)cn3)CC2)c1
19. COCCNC(=S)N1CCC(C(=O)c2ccc3c(c2)OCCO3)CC1
20. CCc1cc2c(C)ccc(C)c2nc1SCC(=O)Nc1c(C)[nH]c(=O)[nH]c1=O
screen / no.,18,6,10,19,20
M5 ag,2,9,-5,4,-4
CHRM4 PAM,4,-9,-12,-1,20
M5 PAM,-1,-11,-1,7,5
M5 antag,2,6,9,8,-10
CRFR2-BP ag,15,-2.8,2.4,0.4,2.2
CHRM4 agonist,1,28,0,2,1
CHRM1 PAM,2,-27,20,5,7
CHRM1 antagonist,7,43*,-22,1,-6
M4 antag,-6,13,11,-9,-16

The listing continues:
entry | M5 ag | CHRM4 PAM | M5 PAM | M5 antag | CRFR2-BP ag | CHRM4 agonist | CHRM1 PAM | CHRM1 antagonist | M4 antag | smiles
21 | 1 | -1 | -3 | 2 | -0.8 | 8 | 5 | -14 | -15 | COc1ccccc1N(C)S(=O)(=O)c1ccc(Cl)c(C(=O)Nc2cccc(C)n2)c1
22 | 3 | 22 | -2 | -2 | 0.8 | 1 | 5 | -14 | -3 | COc1ccccc1C(=O)NC(=O)COC(=O)c1ccc(Cl)nc1
23 | 0 | 4 | -2 | -5 | 2.9 | 0 | -7 | 2 | 2 | C#CCn1c(=NC(=O)c2cc(-c3cccs3)nc3ccccc23)sc2cc(S(N)(=O)=O)ccc21
24 | -6 | 8 | -4 | 8 | -2.0 | 0 | 7 | -7 | -5 | COc1ccc(CN2CCN(C(C)C)C(CCO)C2)cc1Cn1cncn1 (stereo not drawn)
25 | -6 | 4 | -6 | 4 | -0.8 | 1 | 6 | -11 | -6 | S=C(Nc1ccc2c(c1)OCO2)NC1CCN(Cc2ccccc2)CC1
26 | -7 | -6 | -6 | 3 | -0.3 | 0 | -12 | 0 | 0 | NC1=NC2(CCCCC2)N(c2cccc(Cl)c2)C(N)=N1
27 | -2 | 4 | -1 | 6 | -3.7 | -1 | 6 | -9 | -19 | COc1ccc(NC(=O)COC(=O)C2CC(=O)N(c3ccc(C)cc3)C2)cc1 (stereo not drawn)
28 | -8 | -2 | -4 | -4 | 0.3 | 1 | -1 | 3 | -4 | CC1CCN(CCCNC(=O)C2CCC(=O)N2C2CCCC2)CC1 (stereo not drawn)
29 | -4 | 5 | -14 | 15 | -0.9 | 4 | 0 | 4 | 3 | CCc1cccc2c(C(=O)CN3C(=O)N(C)C4(CCCCC4)C3=O)c[nH]c12
30 | 0 | 12 | 5 | 1 | -4.0 | 0 | 7 | -11 | -5 | O=C(NCCc1ccccc1)C1(c2ccccc2)CC1(Cl)Cl (stereo not drawn)
31 | -4 | 0 | -3 | 3 | -1.0 | 0 | 2 | -5 | -4 | CC1=NN(C(=O)c2ccc(C)cc2)C(O)(C(F)(F)OC(F)(F)F)C1 (stereo not drawn)
32 | 3 | 13 | 2 | 6 | -1.0 | 0 | 7 | -12 | -4 | O=C(O)c1cccc(Nc2ncnc3ccc(Br)cc23)c1
33 | -2 | 3 | 4 | 1 | -2.7 | 1 | 11 | -12 | 7 | COc1ccc(OCCc2nnc(N)s2)cc1
34 | 5 | -10 | -16 | 0 | -0.7 | 19 | -5 | -19 | -20 | CCn1c(C(=O)N2CCCC(C(=O)NCCc3ccc(C)cc3)C2)cc2sccc21 (stereo not drawn)
35 | 4 | -20 | -7 | 12 | 1.2 | 12 | -1 | 7 | 13 | Cc1ccc(S(=O)(=O)N2CCCN(C(=O)OC(C)(C)C)CC2)cc1
36 | -7 | -3 | 4 | 18 | 5.0 | 1 | -8 | 12 | 2 | OC(CN1CCCCC1)c1ccc2c3c(cccc13)CC2 (stereo not drawn)
37 | -3 | -15 | -16 | 11 | -1.0 | 3 | -31 | 85* | 58* | S=C1NCCN1CC1CCN(CCC23CC4CC(CC(C4)C2)C3)CC1
38 | -2 | 8 | 5 | 6 | -1.6 | 2 | 22 | -22 | -3 | COc1cc(=O)[nH]c(SC(C)C(=O)Nc2cccc3ccccc23)n1 (stereo not drawn)
39 | 4 | -16 | -2 | 3 | -2.8 | 1 | 2 | -4 | 0 | O=C(CN1CCN(C(=O)C2COc3ccccc3O2)CC1)Nc1ccccc1 (stereo not drawn)
40 | -3 | 1 | -2 | 1 | / | 1 | 10 | -6 | -3 | CC(=O)C1=C(O)C(=O)N(Cc2ccccc2)C1c1ccc([N+](=O)[O-])cc1 (stereo not drawn)

Records above marked active in M4 antag.
entry | M5 ag | CHRM4 PAM | M5 PAM | M5 antag | CRFR2-BP ag | CHRM4 agonist | CHRM1 PAM | CHRM1 antagonist | M4 antag | smiles
37 | -3 | -15 | -16 | 11 | -1.0 | 3 | -31 | 85* | 58* | S=C1NCCN1CC1CCN(CCC23CC4CC(CC(C4)C2)C3)CC1

Quoted from the listing.
entry 39 in CHRM1 PAM: 2
entry 23 in CRFR2-BP ag: 2.9
entry 27 in CHRM1 PAM: 6
entry 28 in M5 antag: -4

Carrying on:
entry | M5 ag | CHRM4 PAM | M5 PAM | M5 antag | CRFR2-BP ag | CHRM4 agonist | CHRM1 PAM | CHRM1 antagonist | M4 antag | smiles
41 | 6 | -5 | 1 | -3 | -1.8 | 8 | -3 | -8 | -10 | COc1ccc(NC(=O)Cc2cccs2)cc1S(=O)(=O)N1CCCCC1
42 | 0 | 0 | -4 | 10 | / | 7 | 7 | -13 | -2 | O=C(Cn1nnc(-c2ccccc2)c1COc1ccc2ccccc2c1)NCC1CC1
43 | -4 | 3 | 3 | -5 | -2.6 | 0 | 0 | -1 | 2 | CCc1ccc(C(=O)NNC(=O)CN2C(=O)NC(CC)(c3ccccc3)C2=O)cc1 (stereo not drawn)
44 | -9 | 0 | 5 | 6 | -0.7 | 2 | 8 | -3 | -4 | O=C(Nc1ccc2ccccc2c1)N1CCCN(CCOc2ccccc2)CC1
45 | -2 | -3 | -7 | 15 | -1.5 | 0 | 0 | -2 | -3 | O=C(Nc1cc(S(=O)(=O)N2CCCCCC2)ccc1OCC(F)(F)F)C1CCC1
46 | -5 | 0 | 2 | 12 | 0.1 | 2 | 8 | -5 | -3 | N#CCOC(=O)/C=C/c1ccc2c(c1)OCO2
